CYP2C9 act: increases human cytochrome P450 2C9 activity; P11712; recombinant CYP2C9, luciferin-H conversion, luminescence; active compounds read high; factor 1 = untreated enzyme, 0 = blocked; activation factor at 5 µM; actives 1.4% (n = 96,000); AID 1024;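 active = activation factor of 2 or more for CYP2C9 at a 5 µM dose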;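 note: 0 = sulfaphenazole-blocked wells and 1 = vehicle-only wells; values of inactives mirror those of a sister screen read the other way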
Target sequence (P11712 whole entry, looked up): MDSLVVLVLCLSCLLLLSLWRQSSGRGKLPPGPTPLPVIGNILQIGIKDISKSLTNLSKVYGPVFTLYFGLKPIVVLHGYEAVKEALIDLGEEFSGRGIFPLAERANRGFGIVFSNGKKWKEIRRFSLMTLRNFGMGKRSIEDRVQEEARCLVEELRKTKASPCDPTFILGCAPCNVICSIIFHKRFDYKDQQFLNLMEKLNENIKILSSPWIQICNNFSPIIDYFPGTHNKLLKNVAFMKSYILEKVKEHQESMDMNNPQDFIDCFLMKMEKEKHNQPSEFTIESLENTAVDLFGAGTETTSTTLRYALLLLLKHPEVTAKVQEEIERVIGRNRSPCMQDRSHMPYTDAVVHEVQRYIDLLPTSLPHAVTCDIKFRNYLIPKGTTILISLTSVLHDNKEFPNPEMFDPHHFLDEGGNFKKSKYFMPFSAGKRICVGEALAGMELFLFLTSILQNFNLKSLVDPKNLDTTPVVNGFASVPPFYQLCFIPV
Calb biofilm kill: kills Candida albicans biofilms; actives 0.14% (n = 85,000); C. albicans biofilm + clotrimazole, Alamar Blue; inhibition, % at 6 µM;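 active = inhibition above 20%; inactive = inhibition below 20%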;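 note: preformed 24 hr biofilms exposed to compound for 48 hr; 0% = biofilm without compound and 100% = blank killed by clotrimazole plus chlorhexidine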
CYP2C9 inh: human CYP2C9 inhibition; AID 777; CYP2C9 Supersomes, luciferin-H conversion, luminescence; actives 20% (n = 96,000); P11712; inhibition, % at 5 µM;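 active = blocking of liver enzyme CYP2C9 beyond about 50% at 5 µM, limit read from the data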; note: values of inactives mirror those of a sister screen read the other way
The depositor's hits bear a star; & = joins results of further samples.

Order of values: CYP2C9 act	Calb biofilm kill	CYP2C9 inh
Cc1ccc(S(=O)(=O)c2cccc(S(=O)(=O)N3CCCC3)c2)cc1S(=O)(=O)N1CCCC1
  1	1.8	-3.7
O=c1c2[nH]c3ccc(F)cc3c2ncn1CCN1CCN(Cc2ccccc2)CC1
  0.8	7.3	17.7
CC1(C)Cc2ccccc2-c2nc(NCCCO)n(-c3ccccc3)c(=O)c21
  1	4.4	4.9
CCN(CCCNC(=O)CNC(=O)Cn1cnc2ccccc2c1=O)c1cccc(C)c1
  0.7	-2.3	34.3
CC(C(=O)c1ccccc1)n1c(N2CCOCC2)nc2c1c(=O)n(C)c(=O)n2C (configuration not stated)
  1	4.7	-3.0
COc1ccc(S(=O)(=O)CCC(=O)NC2CCCCC2)cc1
  1	6.6	3.3
CC(=O)NCCSCCNC(C)=O
  1	8.8	-4.3
Cn1c(=O)c(C(=O)Nc2ncccc2O)c(O)c2ccccc21
  1	8.6	2.0
CC(C)OCCCNC(=O)CCc1nc(-c2ccccc2)no1
  1	2.1	2.8
Cc1nc(CNS(=O)(=O)c2ccc3c(c2)CCCC3)cs1
  2.4*	19.2	-135.4
NC12CC3CC(C1)CC(CO)(C3)O2
  0.9	-0.8	10.7
CC(C)Sc1nc(NCc2ccco2)c2c3c(sc2n1)COC(C)(C)C3
  0.3	5.4	68.8*
Cc1ccc(-c2nsc3c(N4CCC(C(N)=O)CC4)ncnc23)cc1
  0.8	7.2	15.6
Nc1c(C(=O)NCc2cccnc2)sc(=S)n1-c1ccccc1
  0.9	-0.7	8.2
CN=c1oc2ccc(Cl)cc2cc1C(N)=O
  1	8.3	-4.2
COc1ccc(NC(=O)Nc2ccc3nccnc3c2)cc1
  0.9	10.7	10.1
CCn1c(=N)c(C(=O)NCc2cccnc2)cc2c(=O)n3cccc(C)c3nc21
  1.2	3.5	-18.6
O=C(Nn1c(Cc2cccs2)nc2ccccc2c1=O)c1cccs1
  0.2	-2.3	79.6*
Cc1c(C(=O)O)oc2ccc(S(=O)(=O)N(CC(C)C)CC(C)C)cc12
  0.6	10.1	35.9
COc1cc(C(=O)NCC(c2ccco2)N2CCCC2)ccc1OCc1c(C)noc1C (configuration not stated)
  0.6	0.8	43.7
Cc1nn(CCC#N)c2nc(C(F)(F)F)[nH]c(=O)c12
  0.9	4.6	12.6
N#C/C=C1/NC(=O)c2ccccc2S1
  0.4	7.4	62.4*
CC(C)c1ccc(S(=O)(=O)N2CCN(CC(=O)Nc3ccc4c(c3)OCO4)CC2)cc1
  0.8	2.0	18.7
CCOC(=O)c1sc(NC(=O)C2CCCO2)c(C(=O)OCC)c1C (configuration not stated)
  0.8	4.6	17.3
COCCn1nnnc1SCC(=O)c1ccccc1
  1.9	5.0	-88.7
CCC(C)(C(=O)NC1CCCCC1)N(Cc1ccco1)C(=O)CC1NC(=O)NC1=O (configuration not stated)
  1.1	0.5	-8.4
N#Cc1c2c(c(N3CCN(CCO)CC3)n3c1nc1ccccc13)CCCC2
  0.4	1.2	58.2*
O=S1(=O)C=C(Sc2nc3ccccc3s2)c2ccccc21
  1	6.1	4.3
O=C(Nc1cccc(C(F)(F)F)c1)C1CCN(S(=O)(=O)c2cnc[nH]2)CC1
  0.2	5.4	82.2*
COc1ccc(C2C(C(=O)NCC3CCCO3)c3cc(OC)c(OC)cc3C(=O)N2C)cc1OC (configuration not stated)
  0.9	-0.3	12.5
COc1ccc(-c2nn(C)c3sc(C(=O)N4CCOCC4)cc23)cc1OC
  0.9	-2.4	8.5
O=C(Cn1cc2c(n1)CCCCC2)NCCN1CCOCC1
  1.1	6.5	-11.3
Cc1ccc(N(C(=O)Cn2nnc3ccccc32)C(C(=O)NCc2ccco2)c2ccc(C)o2)cc1 (configuration not stated)
  0.8	-2.3	17.9
O=C(NCCc1ccccc1)C1CCN(S(=O)(=O)N2CCCC2)CC1
  1.2	-4.1	-24.6
CCOc1cc(S(=O)(=O)N2CCC(Cc3ccccc3)CC2)c(OCC)cc1-n1cnnn1
  0.3	0.0	73.4*
COc1ccc2c(c1OC)C(=O)OC2C1c2c(cc3c(c2OC)OCO3)CCN1C (configuration not stated)
  0.1	10.9&-7.6	89.0*
Clc1c(-c2nnc3n2CCC3)sc2ccccc12
  3*	4.6	-201.4
CC1CCCCN1CCNC(=O)Cn1nc(-c2ccccc2)ccc1=O (configuration not stated)
  1.2	-4.5	-19.7
CC(=O)NC(=S)c1c(N)n(Cc2ccccc2)c(=O)n(C)c1=O
  0.8	3.8	19.6
COC(=O)NCC12CC3CC(C1)CC(CNC(=O)OC)(C3)C2
  1.1	3.7	-12.9
c1ccc(CNc2ncnc3c2ncn3C2CCCCO2)cc1 (configuration not stated)
  0.8	3.8	23.4
O=C(Nc1ccc2c(c1)OCCO2)C1CCCN(S(=O)(=O)c2cccnc2)C1 (configuration not stated)
  0.9	4.9	7.1
Cc1ccc(S(=O)(=O)N2CCC(C(=O)N[C@@H](C)C(=O)NCCc3ccccc3)CC2)cc1
  1.3	-1.2	-25.2
O=C(NC1CCCc2ccccc21)C1CCN(C(=O)c2sccc2-n2cccc2)CC1 (configuration not stated)
  0.6	6.7	39.3
CCCc1cc(=O)oc2cc(OCC(=O)N(C)C)c(Cl)cc12
  1	0.1	-1.3
CCOc1ccc(C2CC(c3ccc(CC)cc3)n3nc(N)nc3N2)cc1 (configuration not stated)
  0.9	11.5	8.6
COc1ccc(CCNC(=O)CSc2nnc(-c3ccccc3)o2)cc1OC
  0.5	7.9	45.7
CC(C)n1c(SCc2cc(=O)[nH]c3ccccc23)nc2c1c(=O)n(C)c(=O)n2C
  0.6	-1.5	38.0
CC1(C)Cc2c(sc(NC(=O)c3ccco3)c2C#N)C(C)(C)N1
  1	-4.2	-0.5
Cc1oc(-c2ccc(Cl)cc2)cc1-c1nn2c(-c3ccco3)nnc2s1
  1	3.3	2.6
Cc1nc2sc(C(c3ccc(C(C)C)cc3)N3CCN(CCO)CC3)c(O)n2n1 (configuration not stated)
  1.1	5.7	-6.5
COc1ccc(N2C(=O)CSC2c2ccncc2)cc1 (configuration not stated)
  0.4	0.4	58.0*
CCn1c(SCC(=O)c2cc(OC)ccc2OC)nc2c1c(=O)n(C)c(=O)n2C
  0.8	6.3	24.9
Cc1ccc(NC(=O)COC(=O)c2ccnn2C)cc1
  1	3.2	0.1
CCCCCSc1nc2c(c(=O)[nH]c(=O)n2C)n1CCc1ccccc1
  1	14.6	-3.4
O=C(c1cccs1)N1CCC(N2CCN(c3ccccc3)CC2)CC1
  1	3.5	-0.6
CC1(C)CC(NC(=O)C2CCCCC2C(=O)O)CC(C)(C)N1 (configuration not stated)
  1	5.2	-0.1
CCN(CC)S(=O)(=O)c1ccc2oc(C(=O)NCc3ccc(F)cc3)c(C)c2c1
  0.4	6.5	59.4*
Cc1cc2c(cc(C(=O)NCc3cccnc3)n2Cc2ccc(Cl)cc2)o1
  0.1	-5.2	90.8*
CC(=O)N1CCc2cc(S(=O)(=O)NC(CC(C)C)C(=O)Nc3ccc4c(c3)OCCO4)ccc21 (configuration not stated)
  0.4	5.5	58.7*

Compound profiles, as listed above.
COc1ccc(S(=O)(=O)CCC(=O)NC2CCCCC2)cc1 is listed as CYP2C9 act: 1; Calb biofilm kill: 6.6; CYP2C9 inh: 3.3
Cn1c(=O)c(C(=O)Nc2ncccc2O)c(O)c2ccccc21 is listed as CYP2C9 act: 1; Calb biofilm kill: 8.6; CYP2C9 inh: 2.0

Next section:
Order of values: CYP2C9 act	Calb biofilm kill	CYP2C9 inh
c1ccc2c(c1)CCN2CCN1CCc2ccccc21
  0.8	1.3	21.2
FC(F)Oc1ccccc1C1CC(c2ccc(Br)s2)Nc2ncnn21 (configuration not stated)
  0.1	5.4	91.4*
O=C(CCS(=O)(=O)c1ccc(Cl)cc1)OCC(=O)N1CCCCC1
  0.9	-0.2	6.4
CCCS(=O)(=O)n1nc(-c2ccc(Br)cc2)cc1N
  0.1	9.2	85.7*
CNC(=O)C(Sc1ccccc1)c1ccccc1 (configuration not stated)
  0.6	5.9	44.4
CC12CCC(=O)N1C(C(=O)Nc1cccc3ccccc13)CS2 (configuration not stated)
  1	3.5	-2.4
Nc1c(C(=O)NC2CCCCC2)c2nc3ccccc3nc2n1/N=C/c1ccco1
  0.7	5.0	34.0
CCOC(=O)c1ccccc1NC(=O)Cn1c(-c2nonc2N)nc2ccccc21
  0.1	5.9	92.1*
COC(=O)NC(Nc1sc2c(c1C(N)=O)CCCC2)(C(=O)OC)C(F)(F)F (configuration not stated)
  0.8	7.0	21.3
OCC1OC(n2nc3ccccc3n2)C(O)C(O)C1O (configuration not stated)
  1.2	2.4	-19.3
CCC(C)NC(=O)C1CCN(S(=O)(=O)N2CCCC2)CC1 (configuration not stated)
  1	2.9	-0.4
Clc1nnc2ccc(-c3ccccc3)nn12
  1.1	-0.4	-8.1
CCN=C(NCC)SC1CC(=O)N(c2cccc(OC)c2)C1=O (configuration not stated)
  2.1*	1.1	-109.8
CC(=N)C1=C(O)CC(C)(C)CC1=O
  0.9	6.9	9.2
COc1ccc2c(c1OC)C(=O)OC2CC(=O)c1ccc(O)cc1 (configuration not stated)
  0.6	-2.2	37.7
CCCCCCOC(=O)CCn1[nH]c(=O)c2ccccc2c1=O
  0.5	-2.6	54.5*
Cn1nc(CC(=O)Nc2ccc3c(c2)CCC3)c2ccccc2c1=O
  1	-2.1	2.0
O=C1CSC(c2ccccn2)N1c1cccc(Cl)c1 (configuration not stated)
  1	7.7	-0.3
CC(=O)N1CCCc2cc(S(=O)(=O)N3CCN(c4ccccn4)CC3)ccc21
  0.8	8.7	19.3
Cc1nnc2c3cnn(-c4ccc(Cl)cc4)c3ncn12
  1.1	4.8	-9.0

Compounds listed so far that contain a CF3 group, in the order listed:
Order of values: CYP2C9 act	Calb biofilm kill	CYP2C9 inh
Cc1nn(CCC#N)c2nc(C(F)(F)F)[nH]c(=O)c12
  0.9	4.6	12.6
O=C(Nc1cccc(C(F)(F)F)c1)C1CCN(S(=O)(=O)c2cnc[nH]2)CC1
  0.2	5.4	82.2*
COC(=O)NC(Nc1sc2c(c1C(N)=O)CCCC2)(C(=O)OC)C(F)(F)F (configuration not stated)
  0.8	7.0	21.3

The list continues.
Order of values: CYP2C9 act	Calb biofilm kill	CYP2C9 inh
CN(Cc1c(O)ccc2c1oc(=O)c1ccccc12)C1CCCCC1
  0.7	1.1	26.5
CC(C)CCn1c(=O)c2ccccc2n2c(COC(=O)c3ccc(S(=O)(=O)N(C)C)cc3)nnc12
  1	8.6	1.3
Cc1nnc(NC(=O)CSC2CCCCC2)s1
  0.8	11.8	18.2
CCOC(=O)N1CCC(N2C(=O)c3ccccc3C2Nc2cccnc2)CC1 (configuration not stated)
  0.9	5.6	11.7
CC(C)Cc1cc(C(=O)NCCN2CCOCC2)no1
  1	8.5	-4.2
COc1ccc(S(=O)(=O)NCc2ccco2)c2ccccc12
  2*	10.6	-104.5
Cn1c(CNC(=O)C(C)(C)C)nc2ccccc21
  1.1	0.7	-13.1
COc1cc(-c2noc(-c3ccco3)n2)cc(OC)c1OC
  0.5	-0.1	49.4
Cc1ccc(-c2noc(CCC(=O)NC3CCCc4ccccc43)n2)cc1 (configuration not stated)
  0.4	11.4	62.1*
CCOC(=O)c1c(C)[nH]c(C(=O)COc2ccc3c(c2)OCO3)c1C
  0.1	3.5	93.0*
Cn1c(C(=O)NCc2ccco2)cc2c(=O)[nH]c3ccccc3c21
  1.1	2.3	-6.3
CC(=O)NC(CCS(C)(=O)=O)C(=O)Nc1ccc2c(c1)OCO2 (configuration not stated)
  1.3	2.6	-25.4
O=C(c1ccc2nc(N3CCCCC3)sc2c1)N1CCN(c2ccccn2)CC1
  0.6	5.0	36.8
Cn1c(CNc2nc3ccccc3n2C)nc2ccccc21
  0.8	-2.1	20.6
CCc1cccc(C)c1NC(=O)C1CCCO1 (configuration not stated)
  1	-2.0	1.4
CC(C(=O)Nc1ccc(N2CCOCC2)cc1)N1C(=O)c2ccccc2C1=O (configuration not stated)
  1	1.8	-1.3
COc1cc2cc(CN(CCCO)S(=O)(=O)c3ccccc3)c(=O)[nH]c2cc1OC
  0.9	8.0	8.6

Reformatted with each value named: entries from further up.
SMILES: CN=c1oc2ccc(Cl)cc2cc1C(N)=O
  CYP2C9 act: 1 | Calb biofilm kill: 8.3 | CYP2C9 inh: -4.2

SMILES: COc1ccc(NC(=O)Nc2ccc3nccnc3c2)cc1
  CYP2C9 act: 0.9 | Calb biofilm kill: 10.7 | CYP2C9 inh: 10.1

Some of the compounds tested; the hit share may differ from the screen's.
